# BioA inh: M. tuberculosis BioA enzyme inhibitors, primary screen, biochemical, plate reader, single point, HTS | inhibition, % at 9.99 µM | hit rate 0.096% among 360,000 | AID 602481, 2012 | purified M. tuberculosis BioA enzyme | 7,8-diaminopelargonic acid synthase BioA (Mycobacterium tuberculosis); in the data active means inhibition above about 40%; inconclusive means no clear call, values can overlap the other calls
# Rv3671c protease: Rv3671c serine protease inhibitors, primary screen, biochemical, fluorescence polarization, M. tuberculosis H37Rv | inhibition, % at 5.96 µM | hit rate 0.048% among 320,000 | AID 2606, 2010; in the data active means inhibition above about 38%;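 further: extracellular domain of Rv3671c used as enzyme; 0% = enzyme with DMSO and 100% = no enzyme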
# MazEF act: activators of E. coli MazEF toxin-antitoxin RNase, primary screen, biochemical, fluorescence, uHTS; Endoribonuclease toxin MazF (Escherichia coli (strain K12)), P0AE70; FAM/BHQ RNA-DNA oligo cleavage fluorescence, 5 h; activation, % at 20 µM; hit rate 0.32% among 350,000; AID 504720, 2011; in the data active means activation above about 50%
# Target sequence (P0AE70 whole entry, looked up): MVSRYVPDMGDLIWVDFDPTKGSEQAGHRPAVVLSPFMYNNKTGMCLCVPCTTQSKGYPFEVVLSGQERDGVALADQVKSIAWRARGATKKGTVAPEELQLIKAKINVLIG
# Mtb UGM inh: M. tuberculosis UGM enzyme inhibitors, primary screen, biochemical, fluorescence polarization, single point; inhibition, % at 10 µM; hit rate 0.06% among 320,000; AID 504406, 2011; purified UGM, fluorescence polarization probe displacement; in the data active means inhibition above about 10%, passing the limit was not always enough; inconclusive means no clear call, values can overlap the other calls
# Target sequence (P9WIQ1 whole entry, looked up): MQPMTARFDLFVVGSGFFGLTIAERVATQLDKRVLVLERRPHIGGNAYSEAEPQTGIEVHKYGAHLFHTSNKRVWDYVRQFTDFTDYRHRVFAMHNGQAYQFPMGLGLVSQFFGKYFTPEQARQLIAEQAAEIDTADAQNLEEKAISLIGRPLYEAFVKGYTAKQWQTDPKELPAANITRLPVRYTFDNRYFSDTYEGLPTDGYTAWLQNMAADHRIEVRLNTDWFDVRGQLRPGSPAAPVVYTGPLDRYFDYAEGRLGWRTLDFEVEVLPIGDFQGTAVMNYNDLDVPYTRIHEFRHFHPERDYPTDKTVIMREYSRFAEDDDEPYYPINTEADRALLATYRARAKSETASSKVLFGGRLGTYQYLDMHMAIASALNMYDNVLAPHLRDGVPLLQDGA
# GDH-TPI inh: GDH-TPI coupling enzyme inhibitors, primary screen, artefact control for M. tuberculosis FBA inhibitor project, biochemical, absorbance, full deck | inhibition, % at 4.8 µM | AID 588335, 2011 | GDH-TPI coupled enzyme counterscreen, NADH absorbance | hit rate 1.2% among 360,000;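 further: 0% = DMSO wells and 100% = wells lacking the enzyme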
# FadD28 FP inh: inhibitors of FadD28 bisubstrate probe binding, primary screen, biochemical, fluorescence polarization, single point; inhibition, % at 12.5 µM; hit rate 0.22% among 360,000; AID 588549, 2011; in the data active means inhibition above about 8.5%, passing the limit was not always enough; inconclusive means no clear call, values can overlap the other calls
# DUSP3 inh: VHR1 phosphatase inhibitors, primary screen, biochemical, absorbance, uHTS. Dual specificity protein phosphatase 3 (Homo sapiens), P51452. recombinant VHR phosphatase, pNPP absorbance. inhibition, % at 13.3 µM. hit rate 0.52% among 290,000. AID 1654, 2009; in the data active means inhibition above about 50%; further: some compounds called inactive have numbers as strong as hits
# Target sequence (P51452 whole entry, looked up): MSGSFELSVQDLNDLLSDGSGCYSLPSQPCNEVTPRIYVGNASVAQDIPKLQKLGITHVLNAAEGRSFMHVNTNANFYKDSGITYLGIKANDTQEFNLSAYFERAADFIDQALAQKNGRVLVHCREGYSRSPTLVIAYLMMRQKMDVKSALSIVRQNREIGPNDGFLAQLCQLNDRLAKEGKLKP
# CCHF vOTU inh: CCHFV vOTU protease inhibitors, primary screen, biochemical, Pep-AMC substrate, fluorescence. Crimean-Congo hemorrhagic fever virus L polyprotein viral ovarian tumor (vOTU) protease …. inhibition, % at 11.5 µM. hit rate 0.55% among 370,000. AID 651958, 2012; further: 0% = vehicle wells with enzyme and 100% = no enzyme wells
# FBA Mtb inh: Mtb FBA enzyme inhibitors, primary screen, biochemical, fluorescence, strain H37Rv. Fructose-bisphosphate aldolase (Mycobacterium tuberculosis (strain ATCC 25618 / H37Rv)), …. purified M. tuberculosis FBA, fluorescence read-out. inhibition, % at 1 µM. hit rate 2.3% among 360,000; in the data active means inhibition above about 27%;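 further: 0% = vehicle and 100% = reference inhibitor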
# Target sequence (P9WQA3 whole entry, looked up): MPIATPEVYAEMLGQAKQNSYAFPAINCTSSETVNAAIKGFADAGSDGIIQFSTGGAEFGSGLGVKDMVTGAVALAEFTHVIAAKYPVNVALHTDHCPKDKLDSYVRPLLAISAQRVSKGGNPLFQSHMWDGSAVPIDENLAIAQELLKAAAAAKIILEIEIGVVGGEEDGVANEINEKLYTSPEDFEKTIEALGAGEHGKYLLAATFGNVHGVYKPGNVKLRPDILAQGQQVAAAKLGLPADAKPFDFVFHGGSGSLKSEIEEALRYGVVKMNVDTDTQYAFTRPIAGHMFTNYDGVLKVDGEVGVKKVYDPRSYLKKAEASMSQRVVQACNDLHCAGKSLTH
# BoNT F protease: BoNT/F light chain protease inhibitors, primary screen, biochemical, flow cytometry, MLPCN library. hit rate 0.22% among 360,000. Multiplex microsphere protease cleavage assay. inhibition, % at 10 µM. Botulinum neurotoxin type F light chain protease (Clostridium botulinum); in the data active means inhibition above about 35%, passing the limit was not always enough; inconclusive means no clear call, values can overlap the other calls; further: plate controls were buffer without enzyme for full effect and enzyme alone for no effect
# An asterisk follows results filed as active; u = inconclusive; x = not tested or not shown; & = joins results of further samples. Unless noted, no stated cut-off is given here; in the data, active means inhibition above about 30%; inactive means the rest.
cpd	Structure	BioA inh	Rv3671c protease	MazEF act	Mtb UGM inh	GDH-TPI inh	FadD28 FP inh	DUSP3 inh	CCHF vOTU inh	FBA Mtb inh	BoNT F protease
1	CC(=O)Nc1ccc(NC(=O)COC(=O)[C@@H](NC(=O)c2ccc(F)cc2)C(C)C)cc1	x	7	4	0.1	7	-3.9	14	13	5	1
2	Cc1cc(C)c(S(=O)(=O)N2CCCCC2CCNC(=O)C(=O)NCc2ccccn2)c(C)c1 (configuration not stated)	1.3	0	6	-1.4	6	0.2	x	-1	-1	4
3	O=C(CC1SC(=Nc2ccccc2F)N(CCN2CCOCC2)C1=O)Nc1ccc(F)cc1F (configuration not stated)	x	-3	3	2.3	1	-3.9	15	-10	0	3
4	O=C(COC(=O)c1cccc([N+](=O)[O-])c1)Nc1ccc(Cl)cn1	x	2	5	-0.4	5	-3.4	x	10	-3	-8
5	COC(c1ccccc1)c1nnc(CCC(=O)NCc2ccc3ncccc3c2)o1 (configuration not stated)	x	0	6	2.8	-5	-4.0	8	1	2	2
6	CC(=O)N1CCN(C(=O)c2cccc(S(=O)(=O)N3CCN(c4ccc(F)cc4)CC3)c2)CC1	x	-9	2	1.2	-3	-1.7	x	-1	-1	0
7	CN(C(=O)CSc1ncnc2ccccc12)C1CCS(=O)(=O)C1 (configuration not stated)	-0.5	0	5	1.1	7	1.5	x	-1	0	-2
8	COC(=O)C1CCC(=S)N1C(=O)c1ccccc1 (configuration not stated)	-0.8	3	11	1.6	-5	-4.0	-4	13	0	-19
9	COc1ccc(CCNC(=O)CS(=O)Cc2nc(-c3ccc(C)cc3)oc2C)cc1OC (configuration not stated)	-0.7	2	2	4.2	-9	-3.4	17	15	-1	4
10	Cc1ccc(CNC(=O)C2CCN(c3nc(C)cc(C)n3)CC2)cc1	0.5	-2	-6	2.0	6	0.3	x	-1	-1	-3
11	O=C(O)CC1(CC(=O)Nc2cc(C(F)(F)F)cc(C(F)(F)F)c2)CCCCC1	0.8	7	1	4.6	-3	-3.6	0	11	0	u
12	Cc1cc(C)nc(NC(=O)CN2C(=O)c3ccccc3C2=O)n1	-0.4	-4	12	2.5	5	-0.9	6	-5	1	u
13	C/C(=N/NC(=O)c1ccc(Br)o1)c1cccc(NC(=O)c2ccc(C)o2)c1	0.4	-5	4	-1.5	14	-1.2	-5	9	-1	2
14	Cc1c(Br)c([N+](=O)[O-])nn1CC(=O)NCC1CCCO1 (configuration not stated)	x	2	0	-1.8	-2	-1.7	15	-8	3	-20
15	COc1ccccc1-c1nc(-c2ccccc2)nc(N2CCN(C)CC2)c1C#N	x	7	7	0.4	2	-1.9	10	0	0	-7
16	COc1cc(NC(=O)c2ccccc2)c(OC)cc1NC(=O)CN1CCCCC1	1.1	-8	-1	2.6	15	0.3	12	12	1	-10
17	COc1ccc(S(=O)(=O)Nc2ccc3c(c2)OCO3)cc1OC	-0.4	-1	-1	-0.6	8	-2.6	17	1	0	-2
18	Cc1ccc2c(cnn2C(=O)CCC(=O)NC2CCCCC2)c1	-1.3	2	4	-0.8	-8	-2.1	-6	7	1	-7
19	O=C(NC(C(=O)NCCN1CCOCC1)C12CC3CC(CC(C3)C1)C2)C1CCCCC1 (configuration not stated)	0.5	-14	-1	3.0	-3	-1.2	22	2	1	-2
20	C[N+]1(C)C2CC(OC(=O)C(CO)c3ccccc3)CC1C1OC12 (configuration not stated)	0.9	-4	3	-3.4	9	-1.7	x	-4	2	-6
21	Cc1ccc(-c2csc3nnc(SCC(=O)Nc4nsc(-c5ccccc5)n4)n23)cc1	0.8	-2	-29	-2.5	2	0.0	-13	-3	-1	4
22	CC(=O)N1CCN(C(=S)c2ccc(N(C)C)cc2)CC1	0.6	2	-4	1.4	8	-3.4	26	-14	0	3
23	Cc1ccc(NS(=O)(=O)c2ccc(Br)cc2)nc1	1.0	-3	-10	-1.0	-3	-2.4	28	-11	28*	2
24	CCOC(=O)N1CCN(C(=O)COC(=O)Cc2ccc(OC)cc2)CC1	-2.4	-10	1	5.3	0	-0.3	6	-7	1	-26
25	O=C(N1CCOCC1)C1(S(=O)(=O)c2ccccc2)CC=CC1	-2.9	2	4	-2.0	5	-3.7	13	16	-2	4
26	CN1C(=O)c2ccccc2C(C(=O)NCCCN2CCCC2)C1c1c[nH]c2ccccc12 (configuration not stated)	-2.8	0	1	x	9	1.0	19	x	2	10
27	CN(C)CCNc1ncnc2c1ncn2[C@H]1CN(Cc2ccc(-c3ccccc3)cc2)C[C@@H](CO)O1	-1.3	x	x	x	8	-1.8	x	-6	2	-4
28	Clc1cccc(Cl)c1CSc1cc2c(nn1)-c1ccccc1CC2	-1.1	2	-1	0.3	-10	-1.9	26	-5	2	4
29	CCn1ccc(C(=O)Nc2c(C)nn(Cc3c(F)c(F)c(F)c(F)c3F)c2C)n1	x	9	-20	0.3	-5	-2.5	-23	0	-4	0
30	O=C(NC(C1CC1)C1CC1)C1CCC(=O)N(CCCN2CCCC2=O)C1 (configuration not stated)	1.7	-7	2	0.4	-10	-3.4	-13	4	1	0

# Random excerpt: 3 compounds from above.
cpd	Structure	BioA inh	Rv3671c protease	MazEF act	Mtb UGM inh	GDH-TPI inh	FadD28 FP inh	DUSP3 inh	CCHF vOTU inh	FBA Mtb inh	BoNT F protease
29	CCn1ccc(C(=O)Nc2c(C)nn(Cc3c(F)c(F)c(F)c(F)c3F)c2C)n1	x	9	-20	0.3	-5	-2.5	-23	0	-4	0
11	O=C(O)CC1(CC(=O)Nc2cc(C(F)(F)F)cc(C(F)(F)F)c2)CCCCC1	0.8	7	1	4.6	-3	-3.6	0	11	0	u
23	Cc1ccc(NS(=O)(=O)c2ccc(Br)cc2)nc1	1.0	-3	-10	-1.0	-3	-2.4	28	-11	28*	2

# Already shown: two of the compounds above.
cpd	Structure	BioA inh	Rv3671c protease	MazEF act	Mtb UGM inh	GDH-TPI inh	FadD28 FP inh	DUSP3 inh	CCHF vOTU inh	FBA Mtb inh	BoNT F protease
19	O=C(NC(C(=O)NCCN1CCOCC1)C12CC3CC(CC(C3)C1)C2)C1CCCCC1 (configuration not stated)	0.5	-14	-1	3.0	-3	-1.2	22	2	1	-2
20	C[N+]1(C)C2CC(OC(=O)C(CO)c3ccccc3)CC1C1OC12 (configuration not stated)	0.9	-4	3	-3.4	9	-1.7	x	-4	2	-6

# More compounds.
cpd	Structure	BioA inh	Rv3671c protease	MazEF act	Mtb UGM inh	GDH-TPI inh	FadD28 FP inh	DUSP3 inh	CCHF vOTU inh	FBA Mtb inh	BoNT F protease
31	O=C(CSc1ncc(C(F)(F)F)cc1Cl)N1CCN(S(=O)(=O)c2ccc3ccccc3c2)CC1	x	-8	-8	-0.7	5	-0.4	23	-10	-2	6
32	COc1ccc(C(=O)Nc2ccnn2C2CCN(Cc3ccc4nonc4c3)CC2)cc1	-1.5	0	5	-1.7	16	-1.0	14	-1	1	11
33	Cc1nc(-c2ccc(NC(=O)/C=C\C(=O)O)cc2)cs1	x	-6	6	0.9	-3	-1.0	2	-10	3	3
34	COc1cc(/C=N/n2c(-c3ccc4c(c3)NC(=O)CO4)csc2=Nc2cccc(C)c2)ccc1O	4.6	4	4	-2.5	8	-4.1	20	19	-3	-8
35	C=CCn1c(SCC(=O)N2CCN(c3ccccc3)CC2)nnc1-c1ccco1	17	-6	0	0.6	-5	0.9	39	5	2	3
36	COc1ccc(OC)c(CN2CCN(C(=O)c3cccs3)CC2)c1	-0.5	-2	3	0.3	3	-1.4	32	3	0	1
37	Cc1cccc(C)c1OCc1cc(C(=O)N2CCC(c3ccccc3)CC2)no1	-0.8	1	-1	1.5	0	-2.0	6	5	3	1
38	Oc1ccc(-c2nc3cnccn3c2Nc2ccc3c(c2)OCCO3)cc1	21	2	7	4.5	23	-1.9	5	7	0	-8
39	CSCCC(NC(=O)c1ccccc1Cl)C(=O)N(C)CC(=O)Nc1ccc(N2CCOCC2)cc1 (configuration not stated)	-0.7	-4	-1	-1.0	1	1.1	x	2	2	-9
40	O=C(NCCCn1ncc2ccccc21)c1cc(COc2c(F)cccc2F)on1	-0.2	-6	-6	-0.9	1	-1.9	19	-13	-2	-1
41	Cc1ccc(OCC(O)CN2CCN(Cc3ccc4c(c3)OCO4)CC2)c(C)c1 (configuration not stated)	1.7	-9	6&-1	-1.2	3&1	0.1&-0.7	28	-1&4	-2&2	-4&-10
42	CSCCC(NC(=O)c1cc(CC(C)C)oc1C)C(=O)O (configuration not stated)	4.1	6	-3	1.8	-3	-0.3	-6	9	-3	5
43	Cc1ccc(C)c(N(CC(=O)NCC2CCCO2)C(=O)CCC(=O)Nc2nccs2)c1 (configuration not stated)	0.7	4	-4	-1.2	2	-4.4	36	-7	-1	-14
44	O=C(CSc1n[nH]c(=O)[nH]c1=O)N/N=C/C=C\c1ccccc1	-1.3	8	3	0.6	13	1.1	6	6	-4	-10
45	CCCCN1C(=O)C2(NNc3ccccc3O2)c2ccccc21 (configuration not stated)	-2.0	10	29	0.1	5	-0.3	2	-2	-1	-18
46	CC(=O)NCCNC(=O)c1ccc2c(c1)S(=O)(=O)c1ccccc1C2=O	-1.3	0	-3	2.5	-11	-3.3	20	-6	0	-4
47	Cc1cc(NC(=O)/C=C/C(=O)N(CC(=O)NC2CCCC2)c2ccc(F)cc2)no1	0.6	5	5	0.3	-1	0.4	29	7	-2	3
48	Cc1cc(C)c(C)c(OCC(=O)O/N=C(\N)c2ccncc2)c1	0.8	-12	3	0.1	2	-0.1	24	-9	2	-50
49	Nc1c(C(=O)N2CCOCC2)sc(=S)n1-c1ccccc1	-0.3	3	4	-4.7	-1	-3.3	8	9	-6	-4
50	CCc1c(O)nc(SCC(=O)c2ccccc2)n(-c2ccccc2)c1=O	-1.2	4	-7	-1.1	13	0.0	25	-4	1	u
51	C=CCNC(=O)C1CC1(c1cccc(C)c1)c1cccc(C)c1 (configuration not stated)	0.9	4	4	-3.0	-1	-2.3	x	8	-2	1
52	O=C(NCc1ccc(Cl)cc1)C1CCCO1 (configuration not stated)	-0.1	6	-1	-0.8	2	-1.0	5	-2	2	-2
53	CCCCCCSc1ccc(-c2nc3ccccn3c2NCCCC)cc1	-0.9	14	1	-1.0	8	0.0	x	4	45*	-14
54	CCc1nnc(NC(=S)Nc2ccccc2)s1	x	-12	-8	0.8	-1	-4.7	14	18	1	2
55	CCC(=O)c1c(O)n(C2CCCCCC2)c(=O)[nH]c1=O	-0.1	-6	-14	-3.9	2	-0.2	14	-6	2	-8
56	O=C(CCNS(=O)(=O)c1ccccc1)N1CCN(c2ccccc2)CC1	0.1	-5	1	-1.2	3	0.2	-5	-4	-2	8
57	CC(C)(C)OC(=O)N1CCCC(C(=O)Nc2cccc(C(=O)N3CCOCC3)c2)C1 (configuration not stated)	0.4	x	3	x	7	-0.1	x	-4	0	-6
58	CNc1nc(Oc2ccc(C(=O)OC)cc2)nc(SC)n1	-1.9	2	-3	0.6	9	1.0	9	-13	2	-4
59	CCC1=NNC(=O)C(CC(=O)Nc2ccccc2)c2cc(OC)c(OC)cc21 (configuration not stated)	2.2	-1	-7	-1.1	-2	0.0	-8	5	1	-1
60	OCCSc1nncn1/N=C/c1c[nH]c2ccccc12	x	5	-10	-1.3	16	-3.8	19	6	-3	-7
61	CC(CC(=O)N(C)CC(=O)Nc1ccc(N2CCOCC2)cc1)c1ccccc1 (configuration not stated)	-0.8	-8	7	-4.4	9	0.3	x	-1	1	4
62	CC1=NN(c2ccccc2)C(=O)/C1=C\c1c(C)[nH]n(-c2ccccc2)c1=O	-1.3	-6	5	-3.2	14	0.9	16	0	5	4

# High-throughput results (PubChem BioAssay)
